# Rtt109 Vps75: inhibitors of Candida albicans Rtt109/Vps75 histone acetyltransferase. inhibition, % at 34.9 µM. purified Rtt109/Vps75, ThioGlo CoA-SH fluorescence, 4 h. hit rate 0.16% among 330,000. AID 540336. Q5AAJ8;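 active means inhibition of at least 50% in every replicate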
# cardiac RTF act: increases calcium sensitivity of human cardiac regulated thin filaments | IANBD-labeled TnC RTF fluorescence at EC20 calcium; 0% EC20 calcium, 100% full calcium | AID 493008 | activation, % at 7.2 µM | hit rate 0.24% among 340,000 | P19429+P45379;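 active means activation above the mean over all tested compounds plus 3 SD, cut at about 30% in these data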;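 further: rise in fluorescence read as greater calcium sensitivity of cardiac thin filaments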
# dFosB act: mouse delta FosB homodimer activation. P13346. purified delta FosB, TAMRA-CDK5 oligo fluorescence polarization; percent of positive-control signal above neutral wells. activation, % at 25 µM. hit rate 0.99% among 340,000;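 active means mean activation above about 17%, with every replicate also reaching it, limit read from the data, passing the limit was not always enough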;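 further: fluorescence polarization rise as delta FosB binds a TAMRA Cdk5 AP-1 oligo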
# Target sequence (P13346 whole entry, looked up): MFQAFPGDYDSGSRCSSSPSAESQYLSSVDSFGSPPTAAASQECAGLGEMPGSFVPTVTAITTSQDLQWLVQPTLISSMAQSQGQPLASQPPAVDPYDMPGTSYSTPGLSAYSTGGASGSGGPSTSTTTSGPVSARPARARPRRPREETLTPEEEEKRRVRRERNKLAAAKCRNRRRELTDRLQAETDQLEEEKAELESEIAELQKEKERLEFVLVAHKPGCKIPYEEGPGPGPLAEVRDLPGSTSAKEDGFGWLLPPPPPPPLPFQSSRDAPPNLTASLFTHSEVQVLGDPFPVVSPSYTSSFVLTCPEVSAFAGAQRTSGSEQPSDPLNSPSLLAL
# CDK5 p35 inh: CDK5/p35 (human) kinase inhibition. hit rate 0.01% among 330,000. Recombinant CDK5/p35, ADP-Glo luminescence, 60 min. AID 488839. Q00535+Q15078. inhibition, % at 10 µM;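 active means highest replicate inhibition of at least 50% and at least 75% of replicates reaching 50%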;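 further: plate controls were DMSO neutral control for no effect and GW8510 at 10 µM for full effect; many of its hits are not listed in these tables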
# Target sequence (Q00535 whole entry, looked up): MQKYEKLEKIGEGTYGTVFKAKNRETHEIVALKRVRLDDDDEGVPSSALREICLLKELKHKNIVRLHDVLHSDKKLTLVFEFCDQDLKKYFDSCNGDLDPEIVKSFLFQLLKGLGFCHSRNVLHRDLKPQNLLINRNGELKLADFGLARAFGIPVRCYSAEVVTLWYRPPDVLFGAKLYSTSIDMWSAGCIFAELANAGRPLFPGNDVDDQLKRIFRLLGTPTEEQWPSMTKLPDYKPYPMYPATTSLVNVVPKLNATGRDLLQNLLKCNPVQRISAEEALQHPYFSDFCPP
# Target sequence (Q15078 whole entry, looked up): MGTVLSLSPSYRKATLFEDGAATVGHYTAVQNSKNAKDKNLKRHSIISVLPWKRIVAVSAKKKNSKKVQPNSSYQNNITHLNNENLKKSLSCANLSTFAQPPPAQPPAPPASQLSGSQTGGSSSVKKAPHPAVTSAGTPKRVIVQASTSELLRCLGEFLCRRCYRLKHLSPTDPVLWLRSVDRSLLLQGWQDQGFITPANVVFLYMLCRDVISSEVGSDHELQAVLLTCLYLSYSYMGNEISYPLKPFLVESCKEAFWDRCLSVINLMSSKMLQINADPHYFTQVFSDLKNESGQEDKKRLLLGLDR
# PvdQ acylase: blocks Pseudomonas aeruginosa PvdQ acylase activity | purified PvdQ acylase, fluorescence plate reader | inhibition, % at 10 µM | hit rate 0.063% among 340,000 | AID 488965; in the data active means inhibition above about 30%, passing the limit was not always enough;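 further: 0% = vehicle neutral wells and 100% = reference inhibitor wells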
# HTR5A ag ctr: HTR5A agonism, opioid heterodimer counter-screen. hit rate 0.61% among 340,000. activation, % at 9.3 µM. P47898. HTR5A agonist assay, luminescence, cell-based; in the data active means activation mostly above about 9.5%, no sharp cut-off; inactive means mostly below about 7.6%;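 further: 0% = cells with vehicle only and 100% = reference agonist; strong numbers were not always called active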
# MITF TRPM1 HTS: activators of MITF-driven TRPM1 promoter activity in SK-MEL-5 cells. SK-MEL-5 TRPM1-promoter luciferase, 24 h; % of positive control, neutral wells = 0. activation, % at 12.5 µM. hit rate 0.75% among 300,000;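 active means mean activation of at least 80% with every replicate also reaching 80%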;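 further: 0% = neutral control wells and 100% = parthenolide positive control wells; values of inactives mirror those of a sister screen read the other way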
# Wnt bcat act: activates Wnt/beta-catenin signaling in a reporter cell assay; hit rate 1.2% among 300,000; activation, % at 9.35 µM; activator, plate reader; in the data active means activation above about 30%, passing the limit was not always enough;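 further: 0% = neutral control wells and 100% = positive control wells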
# SR-BI DiI inh: mouse SR-BI HDL lipid transfer inhibition. AID 488896. inhibition, % at 12.5 µM. hit rate 0.96% among 320,000. Q61009. ldlA[mSR-BI] CHO cells, DiI-HDL uptake fluorescence, 3 h;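 active means mean replicate inhibition of at least 70% and a set share of replicates each scoring 70 or more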;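 further: 0% = median of neutral control wells and 100% = median of positive control wells; values of inactives mirror those of a sister screen read the other way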
# SR-BI DiI-HDL act: enhances SR-BI lipid uptake from DiI-HDL. CHO ldlA[mSR-BI] cells, DiI-HDL uptake fluorescence, 3 h; 100 = double the neutral-control signal. activation, % at 12.5 µM. hit rate 0.096% among 320,000;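 active means mean replicate activation of at least 60% and every replicate at or above 60%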;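 further: 0% = median plate neutral-control signal and 100% = twice that signal; values of inactives mirror those of a sister screen read the other way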
#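 material = CHO ldlA[mSR-BI] cells | medium = Ham's F12 with 0.5% BSA, HEPES 25 mM, pH 7.4 | reagent = fluorescent DiI-HDL, 10 µg/mL final | compound dosing = single-point compound dose | incubation = 3 h, 37 °C | measured by = bottom-read fluorescence, 550/595 nm | measure = HDL uptake via cellular fluorescence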
# * marks the source's active call; other numbers are inactive results; . = no result given.
# Each structure is followed by: Rtt109 Vps75	cardiac RTF act	dFosB act	CDK5 p35 inh	PvdQ acylase	HTR5A ag ctr	MITF TRPM1 HTS	Wnt bcat act	SR-BI DiI inh	SR-BI DiI-HDL act
CCOC(=O)c1c(NC(=O)COC(=O)/C=C/c2ccccc2)sc(C(=O)NC)c1C
  -3	2	-5	0.1	-5	-1	.	1	-9	9
COc1ccc(S(=O)(=O)N2CCN(c3ccccc3)CC2)cc1
  -9	-2	-3	3.3	28	-2	9	-11	-9	9
COc1ccccc1NS(=O)(=O)c1cc(NC(=O)C2=NNC(=O)CC2)ccc1C
  9	-6	-2	1.4	1	-5	.	-2	19	-19
COc1ccccc1N1CCN(CCc2n[nH]c(=S)n2-c2ccccc2)CC1
  4	-3	1	0.2	-7	4	-8	-19	-3	3
CCOC(=O)c1cnn(-c2nc(SC)nc3sc4c(c23)CCCC4)c1N
  -4	-3	-4	0.4	-6	6	4	.	20	-20
Cc1occc1-c1nnc(SCC(=O)Nc2ccccc2)n1CCc1ccccc1
  4	7	-9	-0.8	-10	1	.	.	-5	5
CCN(CC)c1ccc(C=C2C(=O)OC(c3ccccc3)OC2=O)cc1 (stereo not drawn)
  -4	-6	7	-1.4	-6	1	-15	-14	-2	2
CC(=O)Nc1cccc(/C(C)=N/N2C(C)CCCC2C)c1 (stereo not drawn)
  14	-4	-4	-0.7	15	1	-6	3	11	-11
CCCCCCc1nc2ccccc2c(=O)n1NC(=O)c1c(O)c2c(n(CC(C)C)c1=O)CCCC2
  3	-4	-3	0.3	-13	2	.	.	2	-2
COc1ccc(NC(=S)NCCc2ccccc2)c(C)c1
  -6	2	-5	0.2	-5	1	1	-1	20	-20
Cn1c(CC(=O)Nc2ccccc2)nnc1SCC(=O)Nc1ccc(N2CCOCC2)cc1
  -2	-5	-11	1.0	-3	-4	14	13	-7	7
COc1cc(C)ccc1NC(=O)c1ccc(S(=O)(=O)N2CCOCC2)cc1
  7	-2	-7	0.2	1	0	.	.	43	-43
COc1ccc(CCN(C)C(=S)Nc2cccc(C)c2)cc1OC
  6	8	-2	0.8	-14	2	7	6	8	-8
O=C1CCCC/C1=C/NCc1ccccc1
  -6	-1	-1	-0.2	-6	-4	-1	2	-12	12
NS(=O)(=O)c1cccc(NC(=O)CCC(=O)c2cccs2)c1
  -1	-5	10	0.9	1	2	12	0	-7	7

# The results go on.
# Each structure is followed by: Rtt109 Vps75	cardiac RTF act	dFosB act	CDK5 p35 inh	PvdQ acylase	HTR5A ag ctr	MITF TRPM1 HTS	Wnt bcat act	SR-BI DiI inh	SR-BI DiI-HDL act
CCOC(=O)c1oc2ccc(Br)cc2c1CSc1nnc(C)s1
  6	0	-21	-0.2	5	-1	.	9	16	-16
CC(C)Cc1nc(SCC(=O)N2CCCC2)c2c(=O)n(C)c(=O)n(C)c2n1
  -1	-4	-6	1.8	-11	-8	4	0	-12	.
COc1ccc(-c2nc(-c3ccc(C(=O)O)cc3)no2)cc1
  -1	8	-2	-3.1	0	-7	-14	14	-31	31
O=C(COC(=O)c1cc(Br)ccc1O)NNC(=O)c1cccs1
  -6	0	29*	0.3	-1	3	20	-1	-1	1
O=C(Cn1c2ccccc2c2nc3n(c(=O)c21)CCS3)Nc1ccccc1C(F)(F)F
  15	-1	7	3.4	9	5	-9	-1	-1	1
CCOC(=O)c1cc(-c2ccccc2)n(CCC(=O)NC(C)CC)c1C (stereo not drawn)
  12	1	-9	2.2	-2	11*	4	.	19	-19
CC(Sc1ncccn1)C(=O)Nc1ccc2c(c1)OCCO2 (stereo not drawn)
  5	-10	-8	0.4	15	5	12	1	-9	9
CC(CN1CCC(n2nccc2NC(=O)CCCc2ccccc2)CC1)c1ccccc1 (stereo not drawn)
  12	1	-8	0.8	-9	0	3	3	11	-11
O=C(CSc1ccc(F)cc1)Nc1ccccc1N1CCOCC1
  2	1	-6	0.5	-9	3	-9	0	6	-6
C[C@H](CO)N1C[C@H](C)[C@@H](CN(C)S(=O)(=O)c2cccs2)Oc2ccc(NS(=O)(=O)c3ccc(F)cc3)cc2C1=O
  4	0	-6	0.0	1	5	10	0	2	-2
CN(NS(=O)(=O)c1ccccc1)c1nc2ccccc2nc1C(F)(F)F
  3	-2	-3	-1.1	-7	-3	4	.	4	-4
Cc1cc(OC(C(=O)O)c2ccccc2)c2c(C)c(Cc3ccccc3)c(=O)oc2c1 (stereo not drawn)
  6	0	-9	-4.9	5	4	-4	1	9	-9
COC(=O)C1=C(C)Nc2ncnn2C1c1cccnc1 (stereo not drawn)
  3	1	-1	-1.5	1	2	.	-1	-1	1
CNC(=S)NC(CC(=O)OC)c1ccc2c(c1)OCO2 (stereo not drawn)
  -12	-2	-2	1.0	-10	-1	2	-1	-7	7
Fc1ccccc1/C=N/n1c(C2CCCCC2)n[nH]c1=S
  -1	-4	-5	5.2	-12	5	-1	0	-23	23

# Remaining list, next part
# Each structure is followed by: Rtt109 Vps75	cardiac RTF act	dFosB act	CDK5 p35 inh	PvdQ acylase	HTR5A ag ctr	MITF TRPM1 HTS	Wnt bcat act	SR-BI DiI inh	SR-BI DiI-HDL act
COc1ccc(C2N(C(=O)CN3CCCC3)CCCN2S(=O)(=O)c2ccccc2)cc1 (stereo not drawn)
  -9	0	-4	-1.7	-13	3	-3	-3	.	.
CC(C)Oc1ccc(C(CC(=O)O)NC(=O)C(Sc2ccccc2)c2ccccc2)cc1 (stereo not drawn)
  17	.	-2	-0.8	2	.	7	-1	-1	1
CCOC(=O)NC(=O)/C(C#N)=C\c1ccccc1
  0	-4	5	-1.1	-19	5	-4	2	13	-13
N#Cc1ccc(CN2CCN(C(=O)CNC(=O)Cc3cccc4ccccc34)CC2)cc1
  9	3	1	-0.9	-7	0	-28	1	-10	10
Cc1nc(SCC(=O)NC2CCS(=O)(=O)C2)c2c3c(sc2n1)CCC3 (stereo not drawn)
  4	-4	-2	-1.5	3	-1	2	-2	19	-19
Cc1ccc(C(=O)NNC(=O)C(C)Oc2ccc3ccccc3c2)o1 (stereo not drawn)
  -7	8	-2	2.4	1	4	-2	-4	6	-6
Cn1c(/C(C#N)=C(\O)c2ccc([N+](=O)[O-])s2)nc2ccccc21
  -12	-2	2	-0.4	-9	-3	12	5	-3	3
O=C(CSc1nc2ccccc2o1)NC(=O)NCc1ccco1
  -1	3	-3	1.0	-9	1	0	-1	-11	11
CCc1ccc(NC(=O)C2CCN(S(=O)(=O)c3c(C)noc3C)CC2)cc1
  -12	-2	-2	0.6	-10	-1	-11	-1	16	-16
Cc1ccc(OCC(=O)N(Cc2ccccc2)C2CCS(=O)(=O)C2)c([N+](=O)[O-])n1 (stereo not drawn)
  4	0	3	0.4	-4	-1	-2	-1	-18	18
CC1=CC(=O)CC2C1(C)CCC(C)C2(C)CCC(C)CC(=O)O (stereo not drawn)
  -4	-3	1	-0.4	17	1	-1	-2	-14	14
Cn1c(SCc2ccccc2Cl)nc2ccccc21
  -1	6	-5	1.0	-7	6	131*	.	7	-7
O=C(CSc1nnc(-c2ccncc2)n1CCc1ccccc1)NCc1ccccc1
  -2	2	1	2.7	-6	-3	-8	-5	-1	1
CC1CCCC(NC(=O)COC(=O)c2cc3ccccc3oc2=O)C1C (stereo not drawn)
  -4	3	-5	-0.1	-10	-5	65	18	-8	8
O=C(/C=C/c1ccc(Br)cc1)c1ccc(NC2=NCCCS2)cc1
  .	-2	20*	1.1	-10	-8	-55	9	2	-2

# Limited to Wnt bcat act, SR-BI DiI-HDL act and SR-BI DiI inh, for 7 of the compounds above:
mol | Wnt bcat act | SR-BI DiI-HDL act | SR-BI DiI inh
COc1ccc(C2N(C(=O)CN3CCCC3)CCCN2S(=O)(=O)c2ccccc2)cc1 (stereo not drawn) | -3 | . | .
N#Cc1ccc(CN2CCN(C(=O)CNC(=O)Cc3cccc4ccccc34)CC2)cc1 | 1 | 10 | -10
CCOC(=O)NC(=O)/C(C#N)=C\c1ccccc1 | 2 | -13 | 13
O=C(CSc1nc2ccccc2o1)NC(=O)NCc1ccco1 | -1 | 11 | -11
CCc1ccc(NC(=O)C2CCN(S(=O)(=O)c3c(C)noc3C)CC2)cc1 | -1 | -16 | 16
CC1CCCC(NC(=O)COC(=O)c2cc3ccccc3oc2=O)C1C (stereo not drawn) | 18 | 8 | -8
Cn1c(/C(C#N)=C(\O)c2ccc([N+](=O)[O-])s2)nc2ccccc21 | 5 | 3 | -3

# MITF TRPM1 HTS: hit marks shown above
Molecule	Rtt109 Vps75	cardiac RTF act	dFosB act	CDK5 p35 inh	PvdQ acylase	MITF TRPM1 HTS	Wnt bcat act	SR-BI DiI inh	SR-BI DiI-HDL act
Cn1c(SCc2ccccc2Cl)nc2ccccc21	-1	6	-5	1.0	-7	131*	.	7	-7

# The list goes on.
mol | Rtt109 Vps75 | cardiac RTF act | dFosB act | CDK5 p35 inh | PvdQ acylase | HTR5A ag ctr | MITF TRPM1 HTS | Wnt bcat act | SR-BI DiI inh | SR-BI DiI-HDL act
Cc1ccc(C(=O)N2CCC3(CC2)NCCc2[nH]cnc23)cc1 | -3 | 2 | -8 | 0.9 | 1 | -4 | 4 | 1 | -10 | 10
O=C1CCC(C(=O)Nc2cccc(C(F)(F)F)c2)N1 (stereo not drawn) | 4 | 4 | 3 | 2.7 | -5 | 2 | -13 | -2 | -11 | 11
Cc1c(NS(=O)(=O)c2cccc(C(=O)NCc3ccccc3Cl)c2)c(=O)n(-c2ccccc2)n1C | -1 | 4 | -11 | -2.3 | -14 | 2 | -10 | 5 | 12 | -12
CCOc1ccccc1OCC(=O)Nc1ccc(S(=O)(=O)Nc2ncccn2)cc1 | . | 0 | -14 | 0.6 | 10 | -2 | -1 | . | -6 | 6
Cc1c(Cl)c([N+](=O)[O-])nn1Cc1ccc(C(=O)N/N=C\c2ccccn2)o1 | 9 | 5 | -1 | 1.1 | 2 | 0 | -9 | . | 4 | -4
Cc1c(C#N)c2ncnc(-c3ccccc3)c2n1-c1ccccc1 | 4 | 0 | 8 | 1.3 | -5 | -2 | -11 | . | -3 | 3
COc1ccc(NC(=S)Nc2cccc(S(=O)(=O)N3CCCCC3)c2)cc1 | -3 | -7 | 1 | 2.2 | -9 | 5 | -4 | 7 | 7 | -7
CCCCCOCC(O)CCC(=O)NN (stereo not drawn) | -1 | 2 | -10 | 2.1 | -6 | -4 | -13 | 4 | -17 | 17
COc1cccc(/C=N/Nc2nn3cnnc3c3ccccc23)c1 | -4 | -3 | -42 | 1.4 | 3 | 4 | 22 | 6 | 25 | -25
CCc1cccc(C)c1NC(=O)COC(=O)C1CCN(S(=O)(=O)c2ccccc2)CC1 | -9 | -1 | 2 | 0.7 | -7 | 0 | 1 | 0 | 3 | -3

# Compound activity from PubChem BioAssay.
